# High-throughput results deposited in PubChem BioAssay by several laboratories.
# BAP1 block: inhibitors of human BAP1 deubiquitinase; recombinant BAP1, Ub-AMC hydrolysis fluorescence kinetic; active compounds read low; Q92560; activity remaining (% of control), % at 20 µM; AID 436; 72,000 tested, 0.48% active;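 active means activity remaining at or below 50% of control, provided the compound also passes the data quality filters; inactive means the rest, including low values that fail the filters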;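 further: 100% = DMSO wells rate and 0% = substrate alone blank rate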
# HePTP inhibitor: blocks human HePTP tyrosine phosphatase; P35236; recombinant HePTP phosphatase activity, OD absorbance; 110,000 tested, 0.64% active; AID 521; inhibition, % at 20 µM; in the data active means inhibition above about 50%;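 further: plate controls were vehicle for no effect and reference inhibitor for full effect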
# Target sequence (P35236 whole entry, looked up): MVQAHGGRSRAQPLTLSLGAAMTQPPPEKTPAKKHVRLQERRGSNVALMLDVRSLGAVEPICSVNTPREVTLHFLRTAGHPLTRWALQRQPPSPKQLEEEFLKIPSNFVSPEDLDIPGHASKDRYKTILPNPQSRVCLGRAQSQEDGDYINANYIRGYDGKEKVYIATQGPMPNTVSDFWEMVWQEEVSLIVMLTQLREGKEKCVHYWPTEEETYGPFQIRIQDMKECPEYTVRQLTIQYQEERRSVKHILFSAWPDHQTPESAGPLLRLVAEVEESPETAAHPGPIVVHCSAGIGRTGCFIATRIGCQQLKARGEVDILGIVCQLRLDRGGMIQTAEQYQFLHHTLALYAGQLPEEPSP
# An asterisk follows results filed as active; x = no result given; & = joins results of further samples.
SMILES	BAP1 block	HePTP inhibitor
CC1(C)C(C=C(Cl)Cl)C1C(=O)Nc1cccc([N+](=O)[O-])c1 (stereo not drawn)	60	x
Cc1cc(NC(=O)c2ccc(NC(=O)c3cccs3)cc2)no1	81	3
CCOC(=O)COc1ccccc1/C=C1\C(=O)NC(=O)N(c2ccc(Cl)cc2)C1=O	x	-2
COc1cc(C(=O)Nc2c(-c3ccccc3)c3cc(Br)ccc3[nH]c2=O)cc(OC)c1OC	x	-2
COC(=O)C1=C(N)Oc2cc(C)oc(=O)c2C1c1ccncc1 (stereo not drawn)	121	8
Fc1nc(F)c(F)c(C#Cc2ccccc2)c1F	113	x
Cc1cccc(OCCn2c(CCCO)nc3ccccc32)c1	135	4
O=C(COc1ccc2ccccc2c1Br)Nn1cnnc1	104	5
O=C1NC(=S)N(c2cccc(Br)c2)C(=O)/C1=C/c1ccc(-c2cccc([N+](=O)[O-])c2)o1	x	25
O=C(CC1(C(F)(F)F)OCCO1)Nc1ccc2c(c1)OCO2	117	4
CCSc1nnc(Nc2ccccc2)s1	106	7
CCOc1ccccc1CNc1ccc(N2CCOCC2)c(C(=O)O)c1	110	-5
O=c1[nH]cnc2c1cnn2CCOc1ccccc1	x	4
O=C(O)c1cc(-c2cccc(Cl)c2)nc2ccccc12	x	104*
CCC(=O)Nc1ccc(NC(=O)c2ccco2)cc1	x	3
O=C(CSc1nc2ccccc2[nH]1)Nc1ccccc1-c1ccccc1	x	11
C=CCn1c(=O)c2ccccc2n2c(SCC(=O)/C(C#N)=C(\C)N)nnc12	138	6
Cn1c(CCNC(=O)c2ccco2)nc2cc(NC(=O)C3CCCCC3)ccc21	112	-9
CC1CCc2c(nc3ncnn3c2N2CC(C)OC(C)C2)C1 (stereo not drawn)	95	9
CC1(C)CC(=O)C(C=Nc2ccccc2)=C(O)C1	93	2
O=C1/C(=C\c2cccc([N+](=O)[O-])c2O)SC(=S)N1c1ccccc1	x	7
O=C(NC1=NCCS1)C1Cc2ccccc2CN1C(=O)c1ccccc1 (stereo not drawn)	97	6
CCOC(=O)NCS(=O)(=O)c1ccc(C)cc1	x	2
CCc1ccccc1NC(=O)C(F)(Cl)C(F)(F)F (stereo not drawn)	x	-1
CCN(CC)C(=O)CSc1nc2cccnc2n1-c1ccccc1OC	94	3
Cc1cc2c(cc(C(=O)OC(C(=O)NCc3ccco3)C(C)C)n2C)o1 (stereo not drawn)	80	7
Cn1c(=O)c(C(=O)Nc2cnccn2)c(O)c2ccccc21	105	-5
CSC(=NSc1ccc([N+](=O)[O-])cc1)SC	x	0
CC(=O)N1CCN(c2ccccc2NC(=O)COc2ccc(Cl)cc2Cl)CC1	92	-4
CCc1c(C)sc(NC(=O)c2ccc(F)cc2)c1C(=O)OC(C)C	x	-7
COC(=O)c1[nH]c2ccccc2c1NC(=O)CN1CCN(c2cccc(OC)c2)C(C)C1 (stereo not drawn)	74	4
Oc1ccccc1C1=Nc2ccccc2N=C(c2ccco2)C1	x	-1
CCSc1nc(C)cc(Oc2ccc(=O)n(C)n2)n1	104	8
CCn1c(SCC(=O)Nc2cc(C)ccc2C)nc2c(c1=O)SC(C)C2 (stereo not drawn)	80	-5
CCn1nnnc1SCC(=O)N(C1CCCCC1)C1CCCCC1	105	3
C=CCc1cccc2cc(C(=O)Nc3ccc(NC(C)=O)cc3)c(=O)oc12	x	5
O=C(O)c1ccc([N+](=O)[O-])c2c1NC(C1CC=CCC1)C1CC=CC21 (stereo not drawn)	x	13
C=CCSc1nc2c(c(=O)n(C)c(=O)n2C)n1CC	101	3
O=C1CCCC2=C1C(c1cccs1)n1nc(SCc3ccccc3F)nc1N2 (stereo not drawn)	68	-7
CCS(=O)(=O)N1CCC(C(=O)NCCc2ccc(OC)c(OC)c2)CC1	101	0
OC(CCN1CCOCC1)(c1ccc(Cl)cc1)C1CCCCC1 (stereo not drawn)	101	-3
O=C(CN(Cc1ccccc1F)C(=O)c1ccco1)NCc1ccc(F)cc1	90	-9
CCc1cc(=O)oc2cc(OC(C)C(=O)O)c(Cl)cc12 (stereo not drawn)	x	8
Cc1ccccc1N1C(=O)CC(SC2=NCCS2)C1=O (stereo not drawn)	x	2
CCSc1oc(-c2ccco2)nc1S(=O)(=O)c1ccccc1	93	4
C=CCn1c(CC#N)nnc1N1CCOCC1	117	5
CCOc1ccccc1N(CC(=O)N1CCOCC1)S(=O)(=O)c1ccc(SC)cc1	73	6
O=C(CN1CCOCC1)N1CCN(S(=O)(=O)c2ccccc2)C1c1ccccc1 (stereo not drawn)	98	14
CN1C(C(=O)Nc2ccccn2)=C(O)c2ccccc2S1(=O)=O	139&92&77	4&-4
COc1ccc(/C(C)=N/N=C2/NC(=O)C(CC(=O)Nc3ccc(C)cc3)S2)cc1 (stereo not drawn)	x	-11
CC(=O)OCc1cc2cc(C)ccc2[nH]c1=O	78	-4
O=C(Nc1cc(C(F)(F)F)ccc1Cl)c1ccc2ccccc2n1	x	-7
Cn1c(=N)n(CC(O)c2cccc3ccccc23)c2ccccc21 (stereo not drawn)	98	-4
CC(=O)NCCc1nc2ccccc2[nH]1	95	15
CCCCCC(=O)Nc1ccc2oc(-c3ccncc3)nc2c1	106	-13
O=C(Cn1cnc2c(nnn2Cc2ccccc2F)c1=O)N1CCN(c2ccccc2)CC1	116	x
COCC(=O)Nc1c(C(=O)Nc2ccccc2OC)oc2ccccc12	436	12
COc1ccc(CNc2nc(NCc3ccc(OC)cc3)n(S(C)(=O)=O)n2)cc1	101	4
CCCN1C(=O)c2ccccc2NC1c1ccc(Br)cc1 (stereo not drawn)	x	5
CCN1C(=O)NC(c2ccccc2[N+](=O)[O-])C(C(=O)OCCOC)=C1C (stereo not drawn)	x	-10

# Further records follow:
SMILES	BAP1 block	HePTP inhibitor
CCCc1nc2n[nH]c(N)c2c2c1CCC2	x	-8
O=C(CCN1CCc2ccccc2C1)Nc1ccc(F)cc1	114	x
COc1ccc(-c2noc(CCC(=O)N3CCN(Cc4ccccc4)CC3)n2)cc1	110	2
CCOc1ccc(N2C(=O)CSC2c2ccncc2)cc1 (stereo not drawn)	106	9
Cc1ccc(-c2nnc3c4ccccc4c(C)nn23)cc1NC(=O)CN1CCOCC1	100	2
CCc1cc2c(NCCN3CCCCC3)ncnc2s1	113	7
Nc1nonc1-n1nncc1-c1ccccc1	x	-6
Cn1c(=O)[nH]c(=O)c2c1nc(N1CCCCCC1)n2CCCc1ccccc1	148	x
Clc1ccc(Cl)c(-c2nn3c(Cn4cnc5ccccc54)nnc3s2)c1	115	11
COc1cccc(C(=O)Nc2ccc3oc(-c4ccc(F)cc4Cl)nc3c2)c1	x	-16
COc1cccc(-n2c(SCC(N)=O)nnc2-c2ccncc2)c1	98	0
CCOC(=O)CC(=O)c1sc2nccc(N(C)C)c2c1N	x	7
COCCCNC(=O)CC(NS(=O)(=O)c1ccc(Cl)cc1)c1ccco1 (stereo not drawn)	117	6
Cc1ccc(-n2nc3c(c2NC(=O)C2CC2)CSC3)cc1	133	x
O=C(NCCN1CCOCC1)c1ccccc1Br	x	2
O=C(Nc1cccc(F)c1)C1CC(=O)N(c2ccccc2)C1 (stereo not drawn)	x	-15
NC(=O)SCC(=O)Nc1ccc(Br)cc1	x	1
CC(C)C(C(=O)O)N1C(=O)/C(=C/c2ccc3c(c2)OCO3)SC1=S (stereo not drawn)	x	-3
Nc1ccc(-c2ccc(N3C(=O)c4cccc5c(Cl)ccc(c45)C3=O)cc2)cc1	x	0
COc1ccc(C(=O)Nc2ccc3nn(-c4ccc(C)c(Cl)c4)nc3c2)cc1[N+](=O)[O-]	x	17
CCCOC(NC(=O)CC)(C(F)(F)F)C(F)(F)F	x	3
CCN(CCCNC(=O)CN(C)S(=O)(=O)c1cccc2nsnc12)c1ccccc1	103	12
C=CCN1C(=O)/C(=C\c2cccc(OCc3cccc4ccccc34)c2)SC1=S	x	-10
COc1ccc(OC)c2[nH]c(=O)c(CCNC(=O)c3cc4ccccc4o3)cc12	79	15
CCOc1ccc(-n2c(Cc3cc(=O)[nH]c(=O)[nH]3)nnc2SCc2cccnc2)cc1	101	-4
O=C(NCc1ccco1)c1ccc(=O)oc1	x	4
Cc1nnc(NC(=O)Oc2ccccc2)s1	100	8
CCOC(=O)C1CCCN(S(=O)(=O)c2cccs2)C1 (stereo not drawn)	79	0
COc1cccc(-c2nc(N3CCCCC3)c3ccccc3n2)c1O	76	1
COc1cccc(NC(=O)C2CC(=O)OC23CCOC(C)(C)C3)c1 (stereo not drawn)	88	-6
N#CCCN1CCN(S(=O)(=O)c2ccc(C#N)cc2)CC1	105	2
CC(C)CNC(=O)c1cccc(NC(=O)c2ccccc2Cl)c1	x	-4
Cc1cnc(C(=O)OCC(=O)NC2CCCC(C)C2C)cn1 (stereo not drawn)	104	-1
O=C(CCCc1ccccc1)NC1CCSC1=O (stereo not drawn)	96	-2
CCOc1cc(C2/C(=C(\O)c3cc(C)ccc3C)C(=O)C(=O)N2CCN(C)C)ccc1O (stereo not drawn)	94	1
COc1cc(N)cc2sc(NC(=O)c3ccc(N)cc3)nc12	88	x
O=C1C=CC(=NS(=O)(=O)c2ccc(Cl)c([N+](=O)[O-])c2)C=C1	x	-2
COC(=O)C1=C(C)C(c2ccc(OC)cc2OC)NC(=O)N1 (stereo not drawn)	79	5
O=C1N/C(=N\Nc2ccccc2)S/C1=C\c1ccc(Cl)cc1Cl	x	0
O=C(Nc1ccc2c(c1)OCCO2)C1CCCN(c2ncccn2)C1 (stereo not drawn)	91	-2
CC1=NN(C(=O)OC(C)(C)C)C(O)(c2ccncc2)C1 (stereo not drawn)	x	6
O=C(CNc1cccc2ccccc12)N/N=C/c1cn(Cc2ccccc2)c2ccccc12	x	-5
CCOC(=O)C1=C(C)OC(N)=C(C(=O)OCC)C1c1ccccc1[N+](=O)[O-] (stereo not drawn)	x	7
COC(=O)C1=C(C)NC(=S)NC1c1ccc(C(C)C)cc1 (stereo not drawn)	x	-8
Cc1ccc2cc3c(nc2c1)N(Cc1ccco1)CC3	554	10
CCOc1ccc(NC(=O)C2CCCN(S(=O)(=O)c3c(C)nn(C)c3C)C2)cc1 (stereo not drawn)	99	-4
Cc1cccc(C(=O)Nc2ccc(OC(F)(F)F)cc2)c1	x	8
COCCNC(=O)CN1c2ccccc2CC1C (stereo not drawn)	117	6
CCc1ccc(S(=O)(=O)NCCc2cn3ccccc3n2)s1	85	8
CC(C)(Oc1ccc(-c2ccco2)cc1)C(=O)O	x	-3&13
Cc1cccc2sc(NC(=O)C3CCCN(S(=O)(=O)c4cccc5nonc45)C3)nc12 (stereo not drawn)	x	7
COc1ccc(/C=C2\C(=O)NC(=O)N(c3cccc(C)c3)C2=O)c(C)c1	x	-16
CCOc1ccc(S(=O)(=O)NCCC(=O)OCN2C(=O)c3ccccc3C2=O)cc1	98	4
CCc1nnc(NC(=O)CSc2nnc(-c3cc4ccccc4cc3O)n2CCOC)s1	94	2
O=C1CSC(c2ccc(Br)cc2)N1c1ccccn1 (stereo not drawn)	61	x
CCN(CC)c1ccc(NC(=O)Nc2cccc(C(C)=O)c2)cc1	89	5
COc1ccc(CCNC(=O)C2CC2(c2ccccc2)c2ccccc2)cc1OC (stereo not drawn)	x	-12
O=C(NC1CCCCC1)c1ccc(N2CCCC2=O)cc1	60	0
CC(=O)N1c2c(cc(Br)cc2S(=O)(=O)N2CCN(C(=O)c3ccco3)CC2)CC1C (stereo not drawn)	x	7
COC(=O)c1cc(NCc2c(F)cccc2Cl)ccc1N1CCOCC1	88	8

# (cont.)
SMILES	BAP1 block	HePTP inhibitor
CCCCC1(O)CC(c2ccc(OC)cc2)NC(c2ccc(OC)cc2)C1C (stereo not drawn)	x	2
O=C(NC(C(=O)O)c1ccccc1)c1ccc(S(=O)(=O)N2CCOCC2)cc1 (stereo not drawn)	138	2
O=C(NCN1C(=O)C2C3C=CC(C3)C2C1=O)Nc1nncs1 (stereo not drawn)	114	5
CCNC(=O)CC1C(=O)N(c2ccc(F)cc2)C(=O)N1Cc1ccc(OC)cc1 (stereo not drawn)	106	10
O=C1N/C(=N/N=C/c2ccccc2)SC1Cc1ccccc1Cl (stereo not drawn)	x	-8
COc1ccc(CNc2n[nH]c(NCc3ccc(OC)c(OC)c3)n2)cc1OC	191	-3
